Compound activity: PubChem BioAssay, The Scripps Research Institute Molecular Screening Center
GPR151 ag: activators of human GPR151, primary screen, cell-based, PathHunter beta-arrestin, luminescence | G-protein coupled receptor 151 (Homo sapiens), Q8TDV0 | PathHunter beta-arrestin GPR151 cells | activation, % at 11.2 µM | actives 1% (n = 650,000) | AID 1508602, 2020; in the data active = activation above about 4.9%;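 note: 0% = median of compound wells and 100% = cells with positive control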
An asterisk follows results filed as active. These rows are one share of the data. The share of hits here may be higher or lower than overall.

SMILES	GPR151 ag
Cc1cc(C2=NOC(c3cc(Cl)c(F)c(Cl)c3)(C(F)(F)F)C2)ccc1C(=O)NCc1ccc2c(c1)C(C)(C)OB2O (configuration not stated)	-0.5
CC1(C)OB(O)c2ccc(C3=NOC(c4cc(Cl)c(F)c(Cl)c4)(C(F)(F)F)C3)cc21 (configuration not stated)	1.9
CC1COC(Cn2cncn2)(c2ccc(Oc3ccc(Cl)cc3)cc2Cl)O1 (configuration not stated)	2.0

A draw from above in order of molecular weight, smallest number first:
SMILES	GPR151 ag
CC1COC(Cn2cncn2)(c2ccc(Oc3ccc(Cl)cc3)cc2Cl)O1 (configuration not stated)	2.0
CC1(C)OB(O)c2ccc(C3=NOC(c4cc(Cl)c(F)c(Cl)c4)(C(F)(F)F)C3)cc21 (configuration not stated)	1.9
Cc1cc(C2=NOC(c3cc(Cl)c(F)c(Cl)c3)(C(F)(F)F)C2)ccc1C(=O)NCc1ccc2c(c1)C(C)(C)OB2O (configuration not stated)	-0.5
